Source: PubChem (several laboratories)
HTR2A ag = activates the mouse 5-HT2A serotonin receptor; 360,000 tested, 0.66% active; activation, % at 7.6 µM; P35363; CHO-K1 mHTR2A beta-arrestin complementation, luminescence; percent of 30 µM serotonin response;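 active means activation above a run cutoff, the mean activation of all tested compounds plus 3 SD, cut at about 14% in these data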;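 further: 0% = plate median of compound wells and 100% = 30 µM serotonin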
MC4R antagonist = antagonists of human melanocortin 4 receptor (MC4R). MC4R-expressing cells, MTII-stimulated cAMP, LANCE TR-FRET. inhibition, % at 6.5 µM. 360,000 tested, 0.48% active. AID 540295;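 active means inhibition above its plate's cutoff, the mean of tested wells on that plate plus 3 SD, cut at about 29% in these data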;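 further: 0% = Melanotan II alone and 100% = Melanotan II plus saturating MCL0020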
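Assay system: U2OS cells stably expressing human melanocortin 4 receptor (MC4R) / Dosing: 6.5 µM / Timing: compound 30 min, challenge 1 h, detection 1 h / Measured by: Eu-cAMP/anti-cAMP TR-FRET, emission 671 nm / Replicates: singlicate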
Glyco luc inh = blocks N-linked glycosylation in D54 reporter cells. D54 ERlucT glycosylation luciferase reporter, 24 h; percent of 100 nM tunicamycin response. reporter increase, % at 12.5 µM. 360,000 tested, 0.23% active;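 active means mean luciferase reporter signal, scaled so untreated is 0 and the glycosylation-blocking control 100, at or above a set limit in every replicate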;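 further: luciferase carries N-glycosylation sites so blocking glycosylation raises the light; 0% = median of neutral control wells and 100% = median of 100 nM tunicamycin wells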
MC4R barr agon = activates human MC4R beta-arrestin recruitment. AID 540308. 360,000 tested, 0.98% active. U2OS MC4R beta-arrestin complementation, luminescence; percent of melanotan II response, DMSO zero. activation, % at 8.9 µM. P32245;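 active means activation above a per-plate cutoff, the mean activation of sample wells on that plate plus 3 SD, cut at about 8% in these data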
ABCB6 inh MLPCN = blocks the human ABCB6 transporter | K562-ABCB6 porphyrin accumulation, flow cytometry, 1 h; stronger effect = lower value | fluorescence ratio to DMSO, % at 10 µM | 360,000 tested, 0.19% active;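 active means fluorescence ratio to DMSO below 75%, the collection mean minus 3 SD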;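 further: signal is porphyrin accumulated inside mitochondria; 100% equals median channel fluorescence of DMSO control wells; lower ratio means ABCB6 inhibition with less porphyrin fluorescence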
H9c2 protect = modulators protecting cardiomyocytes from myocardial damage. protection from H2O2 cell death, % at 20 µM. H9c2 cardiomyocytes, H2O2 injury protection, ATPLite, 2 h. AID 588492. 360,000 tested, 0.63% active;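 active means compounds giving at least 50% protection of heart cells from peroxide-induced death in the single-dose screen, raw or plate-pattern-corrected value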;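 further: 0% = DMSO wells with peroxide and 100% = DMSO wells without peroxide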
CaV13 FRET inh = Disruptors of the CACNA1D IQ motif to Ca2+-dependent inactivation inhibitor domain association, primary screening, Förster resonance energy transfer in intact living …; HEK cells, CFP/YFP FRET ICDI-IQ, plate reader, 10 min; percent FRET-ratio fall versus neutral wells; 340,000 tested, 0.098% active; inhibition, % at 12.3 µM;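 active means mean replicate inhibition of at least 30% and at least 1% of replicates passing that level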;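 further: 0% = median of the neutral control wells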
Granule exo inh = blocks lytic granule exocytosis; TALL-104 LAMP-1 surface exposure, flow cytometry; cells stimulated with thapsigargin and PMA; inhibition, % at 10 µM; 360,000 tested, 0.66% active; AID 651702;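 active means inhibition above about 55%, limit read from the data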
ABHD5-PLIN5 inh = blocks binding of human ABHD5 to perilipin-5; Q00G26+Q8WTS1; 360,000 tested, 0.78% active; Split G. princeps luciferase complementation, luminescence, 4 h; inhibition, % at 4 µM;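 active means inhibition above the mean inhibition across every tested compound plus 3 SD, cut at about 22% in these data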;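 further: 0% = DMSO only wells and the 100% control is not disclosed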
Target sequence (Q00G26 whole entry, looked up): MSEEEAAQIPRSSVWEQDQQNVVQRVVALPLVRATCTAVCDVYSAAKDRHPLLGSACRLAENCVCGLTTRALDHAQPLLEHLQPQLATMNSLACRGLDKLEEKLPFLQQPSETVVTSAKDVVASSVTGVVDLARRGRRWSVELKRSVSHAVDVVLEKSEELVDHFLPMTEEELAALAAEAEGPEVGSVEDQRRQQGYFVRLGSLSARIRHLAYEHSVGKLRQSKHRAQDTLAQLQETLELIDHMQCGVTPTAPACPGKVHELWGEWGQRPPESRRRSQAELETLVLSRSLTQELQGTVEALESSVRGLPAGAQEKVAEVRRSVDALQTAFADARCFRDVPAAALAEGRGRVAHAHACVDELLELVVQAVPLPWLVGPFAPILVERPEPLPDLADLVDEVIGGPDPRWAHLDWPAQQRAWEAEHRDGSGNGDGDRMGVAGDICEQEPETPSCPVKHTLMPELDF
Target sequence (Q8WTS1 whole entry, looked up): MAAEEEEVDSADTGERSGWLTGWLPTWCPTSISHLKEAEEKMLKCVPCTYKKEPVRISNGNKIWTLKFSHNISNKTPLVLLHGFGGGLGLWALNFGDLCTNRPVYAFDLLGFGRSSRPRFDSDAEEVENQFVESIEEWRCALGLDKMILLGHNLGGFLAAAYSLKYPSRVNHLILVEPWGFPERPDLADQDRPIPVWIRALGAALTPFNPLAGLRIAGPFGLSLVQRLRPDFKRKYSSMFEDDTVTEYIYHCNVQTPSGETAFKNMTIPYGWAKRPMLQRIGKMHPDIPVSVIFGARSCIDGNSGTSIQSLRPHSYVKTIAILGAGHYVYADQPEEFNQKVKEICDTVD
PDI inh = inhibitors of human protein disulfide isomerase; P07237; PDI insulin aggregation turbidity, A650, 90 min; inhibition, % at 10 µM; 350,000 tested, 0.052% active; AID 588391;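 active means mean inhibition across replicates of 30% or more, whatever share of single replicates reach that level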;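 further: absorbance from insulin aggregation driven by PDI reduction with DTT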
Numbers without * were called inactive; / = not tested or not shown; & = joins results of further samples.

The line under a structure holds: HTR2A ag	ABHD5-PLIN5 inh	Glyco luc inh	MC4R barr agon	CaV13 FRET inh	MC4R antagonist	H9c2 protect	ABCB6 inh MLPCN	PDI inh	Granule exo inh
COCCN(C(=O)COC(=O)CC1CCCCC1)c1c(N)n(Cc2ccccc2)c(=O)[nH]c1=O
    -1	-2	/	-3.5	-6	8	-5	108	-1	-5
CCC(C(=O)NCc1ccco1)N(C(=O)CNS(=O)(=O)c1ccccc1)C1CCCCC1 (configuration not stated)
    2	0	-1	0.8	-8	17	-1	97	1	6
Cc1ccc2ccccc2c1C(O)c1ncc(-c2ccc(Cl)cc2)[nH]1 (configuration not stated)
    -6	1	0	4.2	-5	0	-8	105	3	1
O=C(NNC(=O)C1CCCO1)c1ccccc1Cl (configuration not stated)
    -2	-2	1	-1.4	-1	1	3	94	3	0
CC(=O)N(c1ccc(Br)cc1)C1C=CS(=O)(=O)C1 (configuration not stated)
    -5	12	1	0.3	0	0	5	103	-2	29
CCN(CC(=O)Nc1c(F)cccc1F)C(=O)c1cc([N+](=O)[O-])ccc1N1CCOCC1
    2	6	1	-2.8	-6	9	11	97	-3	7
CNC(=O)c1ccc(NC(=O)CC23CC4CC(CC(C4)C2)C3)cc1
    4	-2	-4	-0.2	-6	-1	-1	96	-10	19
COc1ccccc1OCC(=O)NCCSCc1cccc(Cl)c1
    -3	-7	2	-0.5	-4	-2	-3	92	6	2
Cc1ccc(-n2nc(C)c(C(=O)Nc3cccc(C(=O)NC4CC4)c3)n2)c(C)c1
    -6	-16	-5	-0.4	-7	0	-1	97	1	0
Cc1cccc(N(CC(=O)NC2CC2)S(=O)(=O)c2ccc(Cl)cc2)c1
    5	-7	0	-3.0	-6	16	5	103	4	-8
COC(=O)C1=C(C)N(C)C(=S)NC1c1ccc(Cl)cc1 (configuration not stated)
    2	3	-4	-2.6	0	5	-11	104	3	0
Nc1ccc(N2CCN(C(=O)c3cccs3)CC2)cc1
    6	-1	4	-3.3	/	6	15	131	4	0
CSc1nnc2c3cc(F)ccc3n(Cc3ccccc3)c2n1
    -2	7	-4	1.0	-4	-1	-9	100	-2	-1
C[C@@H](CO)NC(=O)c1[nH]cnc1C(=O)Nc1cccc(Cl)c1
    -1	0	2	-1.4	-5	6	19	95	-15	3
Cc1cc2nc(-c3ccc(SCC(=O)Nc4ccc(S(=O)(=O)NC5CC5)cc4)nc3)[nH]c2cc1C
    -5	-6	-8	2.2	-5	15	-27	92	1	-4
COc1ccc(CCNS(=O)(=O)c2ccc(-n3cnnn3)c(OC)c2)cc1OC
    -2	-1	0	-3.2	-14	-4	-2	97	4	5
CCN(CC)C(=O)C1CCC(CNS(=O)(=O)c2cccc3nsnc23)CC1 (configuration not stated)
    -6	0	-2	-1.9	-2	-1	-3	100	11	0
Cc1ccc(C)c(NC(=S)NCCN(C2CCCCC2)C2CCCC2)c1
    -9	-1	3	-2.5	-14	-2	-1	92	3	20
CCCCNC(=O)C1(C)CCCCN1C(=O)c1ccno1 (configuration not stated)
    -2	-1	3	1.2	-5	-2	-2	103	-4	3
N#C/C(=C\c1ccncc1)c1nc2c(s1)CCCC2
    1	2	5	-0.6	-6	-7	-1	92	-1	-8
COC(=O)c1ccc(COc2ccc(/C=N/NC(=O)C(=O)Nc3ccc(OC)cc3)cc2OC)o1
    3	4	-3	1.0	-5	2	7	95	-3	-4
COc1ccc2[nH]cc(CCNC(=O)CC[C@H]3O[C@@H](n4cc(C)c(=O)[nH]c4=O)C[C@@H]3O)c2c1
    -8	-4	0	-0.6	-5	0	2	106	-1	14
COc1cc(C(C)=O)ccc1OCC(O)CN1CCN(S(=O)(=O)c2ccccc2)CC1 (configuration not stated)
    1	0	4	0.0	-1	2	-1	99	12	4
c1ccc(COc2cccc(-c3cc4nc(NCCCn5ccnc5)ccn4n3)c2)cc1
    -9	8	-5	2.7	-5	6	7	95	-4	12
CC(C)(C)NC(=O)COC(=O)c1ccccc1OCC(=O)Nc1ccc(Br)cc1
    -4	1	-2	0.9	12	9	-10	98	-3	-3
COC(=O)c1ccsc1NC(=O)C1=COCCO1
    -2	5	0	1.8	-6	2	-11	97	-12	1
O=C(O)c1ccc(NC(=O)C2CC=CCC2C(=O)O)cc1 (configuration not stated)
    -2	0	2	-1.5	-1	-3	-1	92	4	0
CC(=O)c1cnc2scnn2c1=O
    -1	4	0	0.4	-2	-3	4	91	8	-1
O=C(Nc1ncc([N+](=O)[O-])s1)c1cccs1
    1&3	-5&-6	-11&-8	-0.2&1.4	-6&-9	21&7	-34&-15	101&98	-5&-4	5&0
c1ccc(CNc2nc(-c3ccccc3)nc3ccccc23)cc1
    -3	-3	24	2.2	-2	-1	-6	99	0	2
Cc1ccc(S(=O)(=O)N2CCN(C(=O)n3ccnc3)CC2)cc1
    2	-4	-3	0.1	-6	2	4	100	0	1
Cn1cc(CNC(=O)C2CCC(=O)N(Cc3ccccc3F)C2)cn1 (configuration not stated)
    9	5	0	0.3	-6	1	-3	100	-6	0
COC(=O)c1ccc(S(=O)(=O)N(CCO)Cc2ccccc2)n1C
    -4	-1	2	0.9	-3	17	8	100	-5	0
Clc1ccccc1-c1nn2c(COc3ccccc3)nnc2s1
    -2	-5	-5	0.2	-4	16	-2	94	8	-1
Cc1ccc2cc(C#N)c(N3CCCN(C(=O)c4cnccn4)CC3)nc2c1
    6	-3	2	1.3	-3	21	4	98	3	1
Fc1cccc(/C=N/Nc2ncnc3nc[nH]c23)c1
    2	3	3	-1.6	-10	-3	3	95	7	1
COc1ccc(NC(=O)CN(C)C(=O)C2CCCO2)cc1 (configuration not stated)
    4	-4	1	-3.0	-2	4	3	98	6	2
COc1cc(C(=O)NC2CCCCC2)ccc1OC1CCN(C(C)=O)CC1
    -1	-4	2	0.3	-5	10	-1	99	1	1
CCCOc1ccc(CNC(=O)C2CCN(C(=O)N3CCOc4ccccc43)CC2)cc1
    2	7	1	2.1	-6	2	-7	91	/	0
O=C(Cn1c(=O)oc2ccccc21)Nc1nnc(N2CCCCCC2)s1
    -6	-2	3	-1.0	-9	0	-4	104	11	7

3 entries from above, ordered by molar mass, rising:
The line under a structure holds: HTR2A ag	ABHD5-PLIN5 inh	Glyco luc inh	MC4R barr agon	CaV13 FRET inh	MC4R antagonist	H9c2 protect	ABCB6 inh MLPCN	PDI inh	Granule exo inh
O=C(Nc1ncc([N+](=O)[O-])s1)c1cccs1
    1&3	-5&-6	-11&-8	-0.2&1.4	-6&-9	21&7	-34&-15	101&98	-5&-4	5&0
Cn1cc(CNC(=O)C2CCC(=O)N(Cc3ccccc3F)C2)cn1 (configuration not stated)
    9	5	0	0.3	-6	1	-3	100	-6	0
c1ccc(COc2cccc(-c3cc4nc(NCCCn5ccnc5)ccn4n3)c2)cc1
    -9	8	-5	2.7	-5	6	7	95	-4	12

The list goes on:
The line under a structure holds: HTR2A ag	ABHD5-PLIN5 inh	Glyco luc inh	MC4R barr agon	CaV13 FRET inh	MC4R antagonist	H9c2 protect	ABCB6 inh MLPCN	PDI inh	Granule exo inh
COc1ccc(C(=O)NC(C)c2nc3ccccc3[nH]2)cc1OC (configuration not stated)
    2	1	1	-0.4	-9	10	-2	93	5	-6
O=C(NNS(=O)(=O)c1ccc(F)cc1)c1sccc1-n1cccc1
    4	4	-2	-2.4	-2	9	4	98	-8	-2
CCC[C@@H]1C[C@@]1(CCC)[C@@H](NC(=O)c1ccccc1)c1ccc(C(=O)OC)cc1
    -1	-2	-7	-0.1	-6	14	0	94	-2	-6
O=C(CCC1CCCCC1)Nc1nnc(C(F)(F)F)s1
    -4	3	-2	-0.9	-4	3	-14	99	-4	-2
CCOC(=O)/C(C#N)=C/Nc1cc(C(C)(C)C)sc1C(C)=O
    5	-3	9	-0.1	-5	18	-6	94	-4	-5
O=C(/C=C/[C@H]1O[C@@H](n2cnc3c(NC(=O)c4ccccc4)ncnc32)[C@H](O)[C@@H]1O)NC1CCCCC1
    1	0	3	/	-5	/	-1	109	/	3
CCC(Cc1ccccc1)NCc1c(C(=O)O)c(C)n(Cc2ccccc2)c1C (configuration not stated)
    -3	7	-3	0.5	13	3	7	98	10	1
NC(=O)c1ccc(NC(=O)CN2CCN(S(=O)(=O)c3ccc4ccccc4c3)CC2)cc1
    2	5	2	-1.6	-20	2	4	100	6	-2
CCc1noc(C)c1C(=O)Nc1cc(S(=O)(=O)N(CC)CC)ccc1N1CCOCC1
    -1	9	1	-1.5	-5	0	0	102	-7	-3
Cc1n[nH]c(C)c1Cc1c(F)cccc1Cl
    -4	-7	-2	-1.1	-4	7	-6	95	-2	-2
CCc1cccc(CC)c1NC(=O)COC(=O)C1(c2ccc(Cl)cc2)CCCC1
    1	-3	-9	3.1	-9	0	-4	96	2	-1
CCOC(=O)N1CCN(c2c(N3CCN(C(=O)OCC)CC3)c(=O)c2=O)CC1
    -1	1	3	1.6	2	15	-2	99	8	-4
O=C(Cn1nnc(-c2ccc(Cl)cc2)n1)NC1CCN(Cc2ccccc2)CC1
    -6	5	-4	0.4	-4	1	-3	91	-2	6
Cc1nc(NS(=O)(=O)c2ccc(Cl)s2)c2c3c(sc2n1)CCCC3
    2	-3	0	-0.8	-5	-5	-11	103	2	3
Cc1cc(C)c2[nH]c(=O)c(C(c3nnnn3C(C)(C)C)N(Cc3ccco3)CC3CCCO3)cc2c1 (configuration not stated)
    0	6	0	-0.9	-5	5	9	96	1	0
CCN(CC)C(=O)[C@H]1C[C@H](CC(=O)NCC23CC4CC(CC(C4)C2)C3)C(=O)N2CCc3c([nH]c4cc(-c5ccco5)ccc34)[C@]12C
    10	-1	-1	0.9	-4	-3	-7	95	-2	25
Cc1ccc(OCC(=O)Nn2c(C)nc3ccccc3c2=O)c(C(C)C)c1
    -2	-1	-1	0.2	-7	6	-9	93	-4	-2
CCOc1ccc(NC(=O)C2CC=CCC2C(=O)O)cc1 (configuration not stated)
    -2	-5	-1	-2.0	-8	7	-1	104	-2	-3
O=C(NC1CC1)C1CCCN1S(=O)(=O)c1ccc2ccccc2c1 (configuration not stated)
    1	0	7	-2.1	-5	3	0	96	0	-2
N#CC1=C(N)Oc2cc(Nc3ccccc3)ccc2C1c1ccncc1 (configuration not stated)
    1	5	-9	-2.2	/	-6	-2	118	5	6
COc1cccc(CN2CCNC(=O)C2CC(=O)NCCc2nc(C)c(C)s2)c1OC (configuration not stated)
    0	-10	1	-0.9	-17	0	-1	98	-7	-2
CSc1ccc(C2=CC(=O)C[C@H](c3ccc(F)cc3)C2)cc1
    -2	-8	2	1.3	-12	14	-2	100	1	0
N#C/C(=N/O)c1nc(-c2ccc(F)cc2)cs1
    1	-1	-1	-1.2	-2	2	-12	102	0	0
CC(C)(C)C(=O)OCc1nc(-c2ccc3c(c2)OCCO3)cs1
    -4	6	3	2.3	-6	-2	-17	97	-4	-9
CCN(C(=O)C(C)N1C(=O)/C(=C/c2ccco2)SC1=S)C1CCS(=O)(=O)C1 (configuration not stated)
    -1	1	1	-1.4	-7	-4	0	100	13	-1
COc1ccc(Cc2nnn(CC(=O)O)n2)cc1
    0	-2	/	-2.2	-5	-1	10	92	8	-1
CCOc1ccc(CN2CCN(Cc3cccc4c3OCO4)CC2CCO)cc1 (configuration not stated)
    -3	0	0	-2.2	-4	1	-4	92	2	-5
